Compound activity deposited in PubChem by several laboratories.
HePTP inh: inhibitors of human HePTP phosphatase, primary screen, biochemical, absorbance, leukemia target; recombinant HePTP phosphatase activity, OD absorbance; inhibition, % at 20 µM; 110,000 compounds, 0.64% hits; in the data active means inhibition above about 50%;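 further: plate controls were vehicle for no effect and reference inhibitor for full effect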
Target sequence (P35236 whole entry, looked up): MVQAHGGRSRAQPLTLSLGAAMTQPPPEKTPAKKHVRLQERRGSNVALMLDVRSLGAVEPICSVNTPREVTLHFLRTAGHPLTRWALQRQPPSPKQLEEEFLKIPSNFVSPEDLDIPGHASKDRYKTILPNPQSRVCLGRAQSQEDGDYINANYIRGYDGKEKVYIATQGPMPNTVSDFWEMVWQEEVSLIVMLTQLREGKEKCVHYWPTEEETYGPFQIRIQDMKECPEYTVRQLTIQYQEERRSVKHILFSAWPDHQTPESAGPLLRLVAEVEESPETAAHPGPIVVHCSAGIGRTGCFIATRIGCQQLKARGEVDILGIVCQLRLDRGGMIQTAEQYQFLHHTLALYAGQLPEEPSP
BAP1 block: inhibitors of BAP1 deubiquitinase, primary screen, biochemical, Ub-AMC fluorescence, kinetic. Ubiquitin carboxyl-terminal hydrolase BAP1 (Homo sapiens), Q92560. recombinant BAP1, Ub-AMC hydrolysis fluorescence kinetic; stronger effect = lower value. activity remaining (% of control), % at 20 µM. 72,000 compounds, 0.48% hits;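 active means activity remaining at or below 50% of control, provided the compound also passes the data quality filters; inactive means the rest, including low values that fail the filters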;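 further: 100% = DMSO wells rate and 0% = substrate alone blank rate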
Active calls of the source: *; i = inactive; / = not tested or not shown; & = joins results of further samples.

SMILES	HePTP inh	BAP1 block
CN1CCN(CCCOc2ccc(Br)cc2)CC1	-10	/
COCCNc1nc(-n2nc(C)cc2C)nc2sc3c(c12)CCCC3	-11	771
O=C1c2ccc(Oc3ccc4c(c3)C(=O)N(c3ccc(S)cc3)C4=O)cc2C(=O)N1c1ccc(S)cc1	102*	/
COc1ccc(N2CC(C(=O)N/N=C/c3ccc([N+](=O)[O-])cc3)CC2=O)cc1 (configuration not stated)	-3	/
COc1ccccc1C1NC(=O)CS1 (configuration not stated)	5&5	99
COc1cc2c(cc1OC)C(C)N(C(=O)CCN1C(=O)C3C4C=CC(C4)C3C1=O)CC2 (configuration not stated)	6	98
CC12CCC(C(=O)NCCCN3CCOCC3)(OC1=O)C2(C)C (configuration not stated)	1	117
CC(=O)Nc1ccccc1NC(=O)c1ccc(Cl)cc1	-7	/
CCOC(=O)N1CCC(N2CC34C=CC(O3)C(C(=O)Nc3ccc(F)cc3)C4C2=O)CC1 (configuration not stated)	-1	95
COc1ccccc1N1CCN(S(=O)(=O)c2ccccc2)CC1	4	73
O=C(NC1CCCCCC1)c1ccc(Cl)c([N+](=O)[O-])c1	0	/
O=C(CCN1C(=O)C2C3C=CC(C3)C2C1=O)Nc1ccccc1F (configuration not stated)	-1	101
COc1cccc(-n2nnc3c(=O)n(Cc4ccccc4F)cnc32)c1	3	79
CN(C)/C=C1\N=C(c2cccc(F)c2)OC1=O	-12	/
COc1cc(/C=C2/C(=O)N(c3ccc(Cl)c(Cl)c3)N=C2C)ccc1OC(C)=O	-12	/
O=C(CSc1nnc(Cn2nnc3ccccc32)o1)N(Cc1ccc(F)cc1)c1ccccc1	16	74
Cc1cc(NC(=O)CCc2ccccc2)ccc1NC(=O)CCc1ccccc1	-6	/
O=C1c2ccccc2-c2onc3ccc(NC4CCCCC4)c1c23	-10	/
Nc1nncn1C(=O)CCCOc1ccc(Cl)cc1Cl	-3	98
C=COCCNC(=O)C(=O)Nc1cccc(C)c1C	-1	/
Cc1ccc(N(CC(=O)Nc2ccccc2Br)S(C)(=O)=O)cc1Cl	-2	/
CC(=O)N1CCN(CC(C)(C)NS(=O)(=O)c2ccccc2)CC1	1	/
CCOc1ccc(/C=C/C(=O)c2ccc(C)cc2)cc1	1	/
COc1ccc(NC(=O)c2cccs2)cc1OC	9	107
COc1cc(-c2ccc(NC(=O)CN3CCCCC3)c(OC)c2)ccc1NC(=O)CN1CCCCC1	-3	110
CC(=O)Nc1cccc(N=Cc2ccccc2O)c1	0	/
COc1cccc(C(=O)/C=C/c2ccccc2Cl)c1	0	/
CC(C)C(=O)Nc1ccccc1N1CCN(C(=O)c2ccccc2)CC1	1	83
COC(=O)C1(CO)NC(c2cccs2)C2C(=O)N(c3ccccc3)C(=O)C21 (configuration not stated)	10	99
O=C(Nc1ccccc1)Nc1nnc(-c2ccc(Cl)cc2)s1	-8	/
CC1(C)CC(NC(=S)Nc2ccccc2)CC(C)(C)N1	-8	/
CC(C)Cc1cc(C(=O)Nc2ccc3c(c2)OCO3)no1	6	86
O=C(COc1ccc2c(c1)oc(=O)c1ccccc12)c1ccccc1	2	/
COc1ccc(/C=c2\oc3cccc4c(OC)ccc(c2=O)c34)cc1OC	1	/
O=C(CC(c1ccccc1)N(C(=O)Nc1ccccc1Cl)c1ccccc1)C1CC1 (configuration not stated)	/	185
Cc1ncc(CO)c2cc(S(=O)(=O)c3ccc(F)cc3)c(=O)oc12	4	87
N#CC1=C(N)N(c2ccccc2)C2=C(C(=O)CCC2)C1c1cccs1 (configuration not stated)	14	84
COC(=O)c1ccc2c(c1)S(=O)(=O)NC(=NCCCN1CCOCC1)S2	6	126
CCCN1CCC(N2CCN(c3ccccc3OC)CC2)CC1	-2	103
COC(=O)c1ccc(C(=O)Nc2ccc(N)cc2N)cc1	10	122

HePTP inh: what is marked active above
SMILES	HePTP inh	BAP1 block
O=C1c2ccc(Oc3ccc4c(c3)C(=O)N(c3ccc(S)cc3)C4=O)cc2C(=O)N1c1ccc(S)cc1	102*	/

Next part.
SMILES	HePTP inh	BAP1 block
Cc1ccc(NC(=O)CCC(=O)n2nc(C)cc2C)c(C)c1	-8	/
C=C(C)c1cccc(C(C)(C)NC(=O)N2CCN(C/C=C/c3ccccc3)CC2)c1	-1	/
COc1ccc2[nH]c(=O)c(CN(Cc3nnnn3Cc3ccc(F)cc3)CC3CCCO3)cc2c1 (configuration not stated)	-2	/
CCOc1ccc(-c2nnc(-c3ccncc3)o2)cc1	3	124
Cc1ccc(C)c(N(CC(=O)NCc2ccco2)C(=O)CCC(=O)Nc2ccccn2)c1	13	150
CCCSc1nnc(-c2ccccc2N)c(=O)[nH]1	-1	88&63
CC(C)(C)OC(=O)N1CCC(c2c(C(=O)O)cnn2-c2ccc(Cl)cc2)CC1	-3	145
O=C(O)C1C2C=CC(C2)C1C(=O)NCCc1cccc(Cl)c1 (configuration not stated)	3	101
CCOc1ccc(C(=O)C2CCN(C(=O)c3ccccc3C(=O)O)CC2)cc1	2	101
CCN1CCN(S(=O)(=O)c2ccc(S(=O)(=O)NCC3CCCO3)cc2)CC1 (configuration not stated)	7	/
Cc1ccc(NC(=O)C2CC(=O)NC(Nc3cccc(C)c3)=N2)cc1 (configuration not stated)	-2	99
Cc1ccc(NC(=O)/C(=C/c2ccccc2)c2ccccc2)cc1C	2	/
COc1ccc(S(=O)(=O)N(CCc2ccccc2)CC(=O)Nc2cccc3ccccc23)cc1	6	/
O=C1CC2CS(=O)(=O)CC2N1c1ccc(Oc2ccccc2)cc1 (configuration not stated)	7	78
CCOC(=O)C1=C(C)N=C2SC(C)C(=O)N2C1c1ccc(OCC)c(OCC)c1 (configuration not stated)	4	104
O=C(Nc1ccc(OC(F)(F)F)cc1)c1ccc2ccccc2c1	-7	/
Cc1ccc(-n2cnc3cc(N=Cc4ccc(Br)cc4)ccc32)cc1	/	88
CCCN1CCC(=NNC(=O)c2cccc([N+](=O)[O-])c2)CC1	-19	/
COc1cccc(-n2c(Cc3cc(=O)[nH]c(=O)[nH]3)nnc2SCC(=O)N2CCCCC2)c1	6	99
Cc1ccc(-n2c(SCC(N)=O)nnc2-c2cccnc2)c(C)c1	1	62
O=S(=O)(c1ccccc1)c1nc(-c2ccco2)oc1NCc1cccnc1	1	143
Cc1ccsc1C(=O)OCC(=O)N1CC(=O)Nc2ccccc21	-3	90
COc1cc(OC)cc(OCC(O)Cn2ccnc2)c1 (configuration not stated)	3	100
Cc1cc(NS(=O)(=O)c2ccc(NC(=O)COc3ccccc3C(C)C)cc2)no1	13	89
O=C(CN1CCc2ccccc2C1)N1CCN(S(=O)(=O)c2ccccc2)CC1	11	105
Cc1csc(NC(=O)NC2(C(F)(F)F)Oc3ccccc3O2)n1	-6	/
NC(=O)c1ccccc1N=Cc1ccc(Cl)c([N+](=O)[O-])c1	9	/
CCc1c(C#N)c(N)nc(SCC(=O)c2cc3ccccc3oc2=O)c1C#N	0	/
O=C(Cn1nnc(-c2ccccc2-n2cnnn2)n1)N1CCCCC1	8	85
Cc1ccc(NC(CC(=O)O)C(=O)O)cc1 (configuration not stated)	2	/
O=C(Nc1ccc(Cl)c(-c2nc3ccccc3[nH]2)c1)c1ccncc1	4	/
O=C1CC(/C=C/c2ccco2)=Nc2ccccc2N1	-2	60
CN1C(=O)NC(=O)/C(=C/c2ccc(-c3ccc([N+](=O)[O-])cc3Cl)o2)C1=O	6	/
COCCCNC(=O)C1CC(=O)N(CCc2ccc(OC)c(OC)c2)C1 (configuration not stated)	-7	104
O=C(CC12CC3CC(CC(C3)C1)C2)NC1CCCCC1	15	/
O=C(NCCc1nc2ccccc2[nH]1)c1ccco1	4	115
CCOc1ccc(C2C(C(=O)c3ccc(C)o3)=C(O)C(=O)N2CCN2CCOCC2)cc1OC (configuration not stated)	-3	125
COc1ccc(OC)c(S(=O)(=O)N2CCC(C(=O)NCCc3ccc(OC)c(OC)c3)CC2)c1	8	80
CCC(=O)NCC(c1cccs1)N1CCOCC1 (configuration not stated)	2	103
COc1ccc(C=NC2=NN(c3ccccc3)CC2)cc1	4	/

Retrieved by structure from the list above, 6 records:
SMILES	HePTP inh	BAP1 block
Cc1cc(NS(=O)(=O)c2ccc(NC(=O)COc3ccccc3C(C)C)cc2)no1	13	89
COc1ccc(C=NC2=NN(c3ccccc3)CC2)cc1	4	/
CCOc1ccc(C2C(C(=O)c3ccc(C)o3)=C(O)C(=O)N2CCN2CCOCC2)cc1OC (configuration not stated)	-3	125
COCCCNC(=O)C1CC(=O)N(CCc2ccc(OC)c(OC)c2)C1 (configuration not stated)	-7	104
O=C(CN1CCc2ccccc2C1)N1CCN(S(=O)(=O)c2ccccc2)CC1	11	105
COc1ccc(OC)c(S(=O)(=O)N2CCC(C(=O)NCCc3ccc(OC)c(OC)c3)CC2)c1	8	80

Remaining list, next part
SMILES	HePTP inh	BAP1 block
Cc1ccc(S(=O)(=O)Nc2cccc(C)c2C)cc1[N+](=O)[O-]	1	/
COc1ccc(NC(=O)c2cccc(Cl)c2)cc1	4	/
O=C(Nc1ccc(Cl)c(C(F)(F)F)c1)c1ccco1	5&0	100
CCOC(=O)c1c(N2C(=O)C3CC=C(Cl)CC3C2=O)sc2c1CCCC2 (configuration not stated)	2	/
COCc1nnc(N)s1	3	98
Cc1c(Cl)ccc2c1NC(C(=O)O)C1CC=CC21 (configuration not stated)	103*	/
C=CCC1(O)C(C)C(c2cc(OC)ccc2OC)NC(c2cc(OC)ccc2OC)C1C (configuration not stated)	0	/
O=C(OCC(=O)c1ccco1)c1ccc2ncsc2c1	-9	97
COc1cccc(C2=NOC(C(=O)NCCN3CCOCC3)C2)c1 (configuration not stated)	10	97
Cc1cccc(-c2nnc(NC(=O)c3ccc(Cl)cc3)o2)c1	1	85
O=C(Nc1nccs1)C1C2CC3OC(=O)C1C3C2 (configuration not stated)	6	158
Cc1cccc(C)c1NC(=O)CSCC(=O)Nc1ccc2ccccc2c1	3	/
Cc1c(NC(=O)Cn2nc(C(F)(F)F)c3c2CCCC3)c(=O)n(-c2ccccc2)n1C	8	78
COc1ccc(N(CC(=O)Nc2ccc(C)cc2C)S(=O)(=O)c2ccc(C)cc2)cc1	6	/
CSc1ccc(/C=C2/SC(=O)N(CN3CCCCC3)C2=O)cc1	-20	/
O=C(NC1CC1)c1cc2c(s1)-c1ccccc1OC2	6	105
CC(=O)c1cccc(NC(=O)CC2S/C(=N\N=C(/C)c3ccc(F)cc3)NC2=O)c1 (configuration not stated)	2	/
O=C(/C=C/c1ccc(/C=C/C(=O)c2cccc(N3C(=O)CCC3=O)c2)cc1)c1cccc(N2C(=O)CCC2=O)c1	-8	/
O=C(Cc1cccs1)Nc1ccccn1	6	/
CC1(C)Cc2c(c(N3CCOCC3)nc3snc(Br)c23)CO1	-6	136
O=C(O)C1C2CCC(C2)C1C(=O)Nc1nc2ccccc2s1 (configuration not stated)	15&-13	94
Cc1oc(C(N)=O)cc1COc1ccc(C(N)=O)cc1	-11	/
CCOC(=O)c1ccc(NC2=CC(=O)CC(c3ccco3)C2)cc1 (configuration not stated)	-1	/
Cc1ccc(NC(CC(=O)c2ccccc2)c2ccc(F)cc2)cc1 (configuration not stated)	-5	/
O=C(Nc1ccccc1)Nc1nnc(SCc2ccccc2F)s1	-3	/
O=C(Cc1ccc(F)cc1F)Nc1ccc(Cl)cc1Cl	3	/
COc1ccc(C2/C(=C(/O)c3ccc(C)cc3)C(=O)C(=O)N2CCCn2ccnc2)c(OC)c1 (configuration not stated)	9	/
COc1cc(CNC2CCC(C)C2)cc(OC)c1 (configuration not stated)	5	111
CCCCCn1c(SCC#N)nc2cc(C(=O)NCC3CCCO3)ccc2c1=O (configuration not stated)	-1	102
O=c1oc2c(CN3CCOCC3)c(O)ccc2c2c1CCCC2	-6	i
CC(C)c1ccc(-c2csc(NC(=O)C3C4CCC(C4)C3C(=O)O)n2)cc1 (configuration not stated)	-3	/
N#Cc1c(NC(=O)c2cnccn2)sc2c1CCCCCC2	10	/
COc1cc(CN(C(=O)c2ccco2)c2ccc(C)cc2)ccc1O	-1	94
COc1ccc(C(=O)O/N=C(\N)c2ccccc2)c(OC)c1	1	/
CC(C)C(NC(=O)OC(C)(C)C)C(=O)O (configuration not stated)	-19	/
CC(C)c1c(O)nc(SCCC(=O)O)[nH]c1=O	3&-2	113
CN(C)c1ccc(-c2noc(C3CCN(S(=O)(=O)c4ccc(C(=O)O)cc4)CC3)n2)cc1	7	/
CCN(CC)CCCNS(=O)(=O)c1ccc(Cl)cc1	0	/
COC(=O)c1cc(=O)n2c(-c3ccccc3)csc2n1	-9	109
CCc1nnc(NC(=O)CSc2nc3ccccc3[nH]2)s1	10	/
Cc1ccc(S(=O)(=O)N(C)CCCC(=O)N2CCOCC2)cc1	3	89
OC1CNCc2cc3c(cc21)OCCO3 (configuration not stated)	0	91
